Screening data as filed in PubChem.
ST2 inh – inhibitors of human ST2 (IL1RL1) binding to IL-33, primary screen, biochemical, AlphaLISA | AlphaLISA ST2-Fc/biotin-IL-33 interaction, 1 h | inhibition, % for hits at 17 µM | actives 2.3% (n = 78,000) | AID 1259354, 2018; in the data active = inhibition above about 30%; inconclusive = mostly about 10% to 28%
Target sequence (Q01638 whole entry, looked up): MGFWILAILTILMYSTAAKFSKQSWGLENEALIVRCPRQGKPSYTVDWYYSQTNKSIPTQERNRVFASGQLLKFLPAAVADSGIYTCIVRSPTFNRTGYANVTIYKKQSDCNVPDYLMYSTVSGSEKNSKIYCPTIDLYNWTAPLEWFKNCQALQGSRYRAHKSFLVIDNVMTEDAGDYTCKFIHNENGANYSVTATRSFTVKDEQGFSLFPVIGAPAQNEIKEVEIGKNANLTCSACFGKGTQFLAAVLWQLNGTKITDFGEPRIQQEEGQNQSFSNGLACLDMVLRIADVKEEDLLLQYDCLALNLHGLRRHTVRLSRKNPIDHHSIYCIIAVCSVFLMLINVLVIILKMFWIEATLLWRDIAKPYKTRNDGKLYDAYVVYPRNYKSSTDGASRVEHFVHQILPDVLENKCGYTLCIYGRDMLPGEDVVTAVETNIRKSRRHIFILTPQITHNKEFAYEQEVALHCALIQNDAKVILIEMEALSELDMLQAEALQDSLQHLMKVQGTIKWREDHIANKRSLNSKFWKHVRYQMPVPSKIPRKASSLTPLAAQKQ
* = called active by the depositor. These rows are one share of the data, so the mix of outcomes need not match the whole.

Results for Cn1cc(/C=C/C(=O)N2CCC3(CCCN(Cc4ccccc4F)C3)C2)cn1 (stereo not given) ?
ST2 inh: inactive

Results for CCn1cc(SCC(=O)Nc2nnc(C)s2)c2ccccc21 ?
ST2 inh: inactive

How did COc1ccccc1N=c1sc(C2=c3ccccc3=NC2=O)c(O)n1-c1ccccc1OC do in these assays?
ST2 inh: 36%*

How did O=C(CCCn1c(=O)c2sccc2n(Cc2cccc([N+](=O)[O-])c2)c1=O)NCc1ccco1 do in these assays?
ST2 inh: inactive

How did O=S(=O)(NC[C@H]1O[C@@H](CO)[C@@H](O)[C@H]1N1CCN(c2ccc(F)cc2)CC1)c1ccc(F)cc1 do in these assays?
ST2 inh: inconclusive

What do the screens show for `COc1ccc(C(=O)OCCN=C2NS(=O)(=O)c3ccccc32)cc1OC`?
ST2 inh: inactive

Results for CN1C=C2C(C#N)=C(N)C(C#N)(C#N)C(c3cccc(Cl)c3Cl)C2CC1 (stereo not given) ?
ST2 inh: inconclusive

How did O=C(Nc1ccc(F)cc1)Nc1cccc(Cl)c1 do in these assays?
ST2 inh: inactive

How did Cc1cccc(C)c1-n1nnnc1C1(Nc2cccc(O)c2)CCCCC1 do in these assays?
ST2 inh: inactive

Results for NC(=O)c1c(Cl)nc(Cl)c(Cl)c1Cl ?
ST2 inh: inactive

How did O=C(NC1CCN(Cc2ccccc2)CC1)C1CCCN(S(=O)(=O)c2cnc[nH]2)C1 (stereo not given) do in these assays?
ST2 inh: inactive

How did CN(C)c1ncc(CN2CCC(n3nccc3NC(=O)C3CCCC3)CC2)s1 do in these assays?
ST2 inh: inactive

What do the screens show for `CS(=O)(=O)c1nc2ccccc2n1Cc1ccccc1F`?
ST2 inh: inactive

How did Cc1cccc(NC(=O)COc2cccc(C)c2)c1 do in these assays?
ST2 inh: inactive

How did Cc1ccc(C2C=C(c3ccc(Cl)cc3)Nc3nc(NC(=O)c4ccco4)nn32)cc1 (stereo not given) do in these assays?
ST2 inh: inactive

What do the screens show for `Cc1cc(C)n(-c2ccc(NC(=O)C3CCCCN3C(=O)c3c(F)cccc3F)cc2)n1` (stereo not given)?
ST2 inh: inactive

How did O=C1CC(N2CCN(c3ccc(F)cc3)CC2)C(=O)N1c1cccc([N+](=O)[O-])c1 (stereo not given) do in these assays?
ST2 inh: inactive

How did CC(C)Cc1ccc(S(=O)(=O)Nc2cccc(Cl)c2)cc1 do in these assays?
ST2 inh: inactive

What do the screens show for `O=C(CSc1nc2c(c(=O)n1-c1ccccc1)SCC2)Nc1cccc(C(F)(F)F)c1`?
ST2 inh: inconclusive

How did Cc1ccc(-n2ncc3c(N4CCN(C)CC4)ncnc32)c(C)c1 do in these assays?
ST2 inh: inconclusive

How did Cc1c(C)n(CC(O)CN2CCC(C)CC2)c2ccccc12 (stereo not given) do in these assays?
ST2 inh: inconclusive

Results for COC(=O)CC1CC2=C(C(=O)c3c(O)cccc3C2=O)C(C)O1 (stereo not given) ?
ST2 inh: inconclusive

Results for Cc1ccccc1-n1nc2c(c1NC(=O)c1cc3ccccc3oc1=O)CS(=O)C2 (stereo not given) ?
ST2 inh: inactive

How did COc1ccccc1C1C2=C(NCCN=C2c2ccccc2)C(=O)N1c1ccccc1 (stereo not given) do in these assays?
ST2 inh: inactive

Results for COc1cccc(CN2CCCC(O)(CN3CCOCC3)C2=O)c1OC (stereo not given) ?
ST2 inh: inactive

Results for O=S(=O)(Nc1cc(Cl)ccc1Cl)c1cc(Cl)ccc1Cl ?
ST2 inh: inactive

How did CCN(c1ccc(C)c(C)c1)S(=O)(=O)c1cccc2nsnc12 do in these assays?
ST2 inh: inconclusive

How did O=C(N1CCN(C2CCCCC2)CC1)C1(S(=O)(=O)c2ccc(Cl)cc2)CC1 do in these assays?
ST2 inh: inactive

Results for CSc1ccccc1CN1CCCC(O)(CO)CC1 (stereo not given) ?
ST2 inh: inconclusive

How did CC(C)C(NC(=O)c1cccs1)C(=O)NC1=NCCS1 (stereo not given) do in these assays?
ST2 inh: inactive

Entries shown so far containing fluorine, in the order listed:
Results for Cn1cc(/C=C/C(=O)N2CCC3(CCCN(Cc4ccccc4F)C3)C2)cn1 (stereo not given) ?
ST2 inh: inactive

How did O=S(=O)(NC[C@H]1O[C@@H](CO)[C@@H](O)[C@H]1N1CCN(c2ccc(F)cc2)CC1)c1ccc(F)cc1 do in these assays?
ST2 inh: inconclusive

How did O=C(Nc1ccc(F)cc1)Nc1cccc(Cl)c1 do in these assays?
ST2 inh: inactive

What do the screens show for `CS(=O)(=O)c1nc2ccccc2n1Cc1ccccc1F`?
ST2 inh: inactive

What do the screens show for `Cc1cc(C)n(-c2ccc(NC(=O)C3CCCCN3C(=O)c3c(F)cccc3F)cc2)n1` (stereo not given)?
ST2 inh: inactive

How did O=C1CC(N2CCN(c3ccc(F)cc3)CC2)C(=O)N1c1cccc([N+](=O)[O-])c1 (stereo not given) do in these assays?
ST2 inh: inactive

What do the screens show for `O=C(CSc1nc2c(c(=O)n1-c1ccccc1)SCC2)Nc1cccc(C(F)(F)F)c1`?
ST2 inh: inconclusive

Continuation.
What do the screens show for `O=C(CN1C(=O)/C(=C/c2ccccc2F)Sc2ccccc21)N1CCCCC1`?
ST2 inh: 39%*

What do the screens show for `Cc1ccc(NC(=O)NCCc2nc3cccnc3n2-c2ccccc2)c(Cl)c1`?
ST2 inh: inactive

How did Cc1noc(-c2ccnc(N3CCC4(CCNCC4)C3)c2)n1 do in these assays?
ST2 inh: inactive

What do the screens show for `CN1CCN(C(=O)CN(c2ccccc2F)S(C)(=O)=O)CC1`?
ST2 inh: inactive

Results for COc1ccc(NC(=O)c2oc3ccccc3c2NC(=O)Cc2cccs2)c(OC)c1 ?
ST2 inh: inactive

Results for CN(C(=O)c1ccc(C#CC(C)(C)O)o1)C1Cc2ccccc2C1 ?
ST2 inh: inactive

What do the screens show for `COCCNc1ncnc2c1cnn2-c1ccc(C)cc1C`?
ST2 inh: inactive

Results for Cc1nc(C)c(C(=O)N2CCCC3(CC2)CNC(=O)O3)s1 (stereo not given) ?
ST2 inh: inactive

How did CCOC(=O)c1cnc(SCc2ccccc2Cl)nc1N do in these assays?
ST2 inh: inactive

How did CCOCCCNC(=O)c1cn(C)c(=O)c2c1c1ccccc1n2C do in these assays?
ST2 inh: inactive

Grouped by structure: the entries above with a furan ring, fused or not
How did O=C(CCCn1c(=O)c2sccc2n(Cc2cccc([N+](=O)[O-])c2)c1=O)NCc1ccco1 do in these assays?
ST2 inh: inactive

How did Cc1ccc(C2C=C(c3ccc(Cl)cc3)Nc3nc(NC(=O)c4ccco4)nn32)cc1 (stereo not given) do in these assays?
ST2 inh: inactive

Results for COc1ccc(NC(=O)c2oc3ccccc3c2NC(=O)Cc2cccs2)c(OC)c1 ?
ST2 inh: inactive

Results for CN(C(=O)c1ccc(C#CC(C)(C)O)o1)C1Cc2ccccc2C1 ?
ST2 inh: inactive

The listing picks up; the four compounds before the break are reprinted first.
What do the screens show for `COCCNc1ncnc2c1cnn2-c1ccc(C)cc1C`?
ST2 inh: inactive

Results for Cc1nc(C)c(C(=O)N2CCCC3(CC2)CNC(=O)O3)s1 (stereo not given) ?
ST2 inh: inactive

How did CCOC(=O)c1cnc(SCc2ccccc2Cl)nc1N do in these assays?
ST2 inh: inactive

How did CCOCCCNC(=O)c1cn(C)c(=O)c2c1c1ccccc1n2C do in these assays?
ST2 inh: inactive

What do the screens show for `Cc1cccc(NC(=O)c2cnc3scc(C)n3c2=O)c1C`?
ST2 inh: inactive

How did CCCCN(Cc1ccccc1)C(=O)C1CCCN(S(=O)(=O)c2cnc[nH]2)C1 (stereo not given) do in these assays?
ST2 inh: inactive

Results for CC(CCc1ccccc1)NC(=O)CSc1nc(-c2ccc3c(c2)OCO3)nc2cc(=O)[nH]n12 (stereo not given) ?
ST2 inh: inactive

Results for CNC1CCN(C(=O)c2cccc(NCc3ccc(F)cc3)c2)CC1 ?
ST2 inh: inactive

Results for COc1ccccc1-c1nnc([C@H]2CCN(Cc3ccncc3)C2)o1 ?
ST2 inh: inactive

Results for CCN(CC)c1ccc(NC(=O)c2cnccn2)cc1 ?
ST2 inh: 56%*

What do the screens show for `CCc1ccc(N(CC(=O)NC2CCCCC2)S(C)(=O)=O)cc1`?
ST2 inh: inconclusive

How did COc1ccc(CCc2n[nH]c(CC(C)C)n2)cc1OC do in these assays?
ST2 inh: inconclusive

How did Cc1cc2sc(NC(=O)c3ccc(N)cc3)nc2cc1N do in these assays?
ST2 inh: inactive

What do the screens show for `CCCc1nnc(C[C@@H]2C[C@@H](C(C)C)[C@H](CN(C)CCO)C=C2C)o1`?
ST2 inh: inactive

What do the screens show for `COc1cccc(N2CCN(c3ncnc4c3cnn4-c3ccccc3)CC2)c1`?
ST2 inh: inconclusive

How did Cc1nc2nc(-c3ccccc3)cn2nc1C do in these assays?
ST2 inh: inconclusive

Results for CCn1cnc2c(cnn2-c2ccc(Cl)cc2)c1=O ?
ST2 inh: inconclusive

What do the screens show for `CSc1nc2c(c(=O)[nH]1)C(c1cccs1)C1=C(CC(C)(C)CC1=O)N2` (stereo not given)?
ST2 inh: inactive

What do the screens show for `Cc1ccc(Nc2cc(C)nc(Nc3ccc(NC(=O)CCC4CCCC4)cc3)n2)cc1`?
ST2 inh: inactive

How did N#CC1=C(N)OC2=C(C(=O)CCC2)[C@]12C(=O)N(CC(N)=O)c1ccccc12 do in these assays?
ST2 inh: inactive

Results for COc1cccc(-n2c(=O)c3sccc3n(Cc3ccccc3C#N)c2=O)c1 ?
ST2 inh: inactive

What do the screens show for `CCc1nc(-c2nccn2CC2CC(=O)N(CC)C2)c(C)[nH]1` (stereo not given)?
ST2 inh: inactive

Results for COc1ccccc1/C=C/C1=NC(=C\c2cccc(Cl)c2Cl)/C(=O)O1 ?
ST2 inh: inactive

How did O=C1Nc2ccccc2N(O)N1c1ccccc1C(F)(F)F do in these assays?
ST2 inh: inactive

2 records drawn at random from those above, as already listed:
What do the screens show for `COc1cccc(N2CCN(c3ncnc4c3cnn4-c3ccccc3)CC2)c1`?
ST2 inh: inconclusive

Results for COc1cccc(-n2c(=O)c3sccc3n(Cc3ccccc3C#N)c2=O)c1 ?
ST2 inh: inactive

Following part:
How did Cc1cnc(C(=O)N2CC(=O)N(CCc3ccccc3)CC(OCc3cccc(F)c3)C2)[nH]1 (stereo not given) do in these assays?
ST2 inh: inactive

Results for CC(NC(=O)c1ccccc1NC(=O)c1ccccc1)C(=O)NCc1ccco1 (stereo not given) ?
ST2 inh: inconclusive

How did O=C(COc1ccc(Cl)cc1Cl)Nc1cccc(F)c1 do in these assays?
ST2 inh: inactive

What do the screens show for `Cc1ccc(-n2c(C)nc3c(cnn3-c3ccccc3)c2=O)cc1`?
ST2 inh: inactive

Results for Cc1cc(S(=O)(=O)N2CCN(S(=O)(=O)c3ccc(Cl)c(C)c3)CC2)ccc1Cl ?
ST2 inh: inactive

Results for O=C1CCCC2=C1C(c1cccc(O)c1)n1nc(SCc3ccccc3F)nc1N2 (stereo not given) ?
ST2 inh: inconclusive

Results for COc1ccc(-c2cc(C[C@H]3CNCC[C@H]3CC(=O)Nc3nccs3)no2)cc1 ?
ST2 inh: inconclusive

What do the screens show for `CCCC(=O)Nc1c2c(nn1C(C)(C)C)CSC2`?
ST2 inh: inactive

What do the screens show for `Nc1cc(=O)[nH]c2nnc(SCc3ccccc3)n12`?
ST2 inh: inactive

How did CCc1n[n+]2c(C)cc(C)nc2s1 do in these assays?
ST2 inh: inactive

What do the screens show for `Nc1ccc(S(=O)(=O)Nc2cccc3cccnc23)cc1`?
ST2 inh: inactive

What do the screens show for `O=C1[C@@H]2[C@H](C(=O)N1c1cccc(Cl)c1)[C@H]1C=C[C@@H]2C1=C1CCCC1`?
ST2 inh: inactive

How did Cc1cc(C)c(S(=O)(=O)N2CCC(n3cnc4cccnc43)CC2)cc1C do in these assays?
ST2 inh: inconclusive

Results for COc1ccc(OC)c(NC(=O)C2CCN(c3ccc(-c4cccs4)nn3)CC2)c1 ?
ST2 inh: inactive

What do the screens show for `CCCn1c2ccccc2n2c(C(=O)OC)c(C)nc12`?
ST2 inh: inactive

Results for CCc1ccc2oc(-c3cccc(NS(=O)(=O)c4ccccc4)c3)nc2c1 ?
ST2 inh: inactive

How did CCN(CCNC(=O)C1CCCN(S(=O)(=O)CC)C1)c1ccccc1 (stereo not given) do in these assays?
ST2 inh: inactive

How did Cc1ccc(CNS(=O)(=O)c2cccc3cccnc23)cc1 do in these assays?
ST2 inh: inactive

Results for CCOc1ccccc1C1N(c2nccs2)C(=O)C2CCCN21 (stereo not given) ?
ST2 inh: inactive

Results for O=C1NC(c2cccs2)Nc2sc3c(c21)CCCC3 (stereo not given) ?
ST2 inh: inconclusive

How did CCOC(=O)c1c(NC(=O)c2cc(C(C)C)on2)sc(C(C)=O)c1C do in these assays?
ST2 inh: inactive

What do the screens show for `O=[N+]([O-])c1ccc(CN2C[C@H](O)C[C@H]2c2nc(-c3ccccc3)no2)cc1`?
ST2 inh: inactive

How did CC1=CCC(C(=O)O)(C(=O)n2nc(C)cc2C)C(c2ccc(Br)cc2)C1 (stereo not given) do in these assays?
ST2 inh: inactive

How did CCOc1ccccc1C1C(C(=O)N(CC)CC)=C(C)Nc2nc3ccccc3n21 (stereo not given) do in these assays?
ST2 inh: inactive

How did O=C(NCc1cccnc1)Nc1cccc(Cl)c1 do in these assays?
ST2 inh: inactive

How did CCC(=O)NC(C)C(c1cccs1)N1CCN(c2ccccc2)CC1 (stereo not given) do in these assays?
ST2 inh: inactive

Results for COc1ccc(C(=O)N[C@@H]2CN(C(=O)NC3CCCCC3)CCC[C@H]2O)cc1 ?
ST2 inh: 82%*

Results for Cc1ccc(NS(=O)(=O)c2ccc(F)cc2)c(NS(=O)(=O)c2ccc(F)cc2)c1 ?
ST2 inh: inconclusive

What do the screens show for `Cc1cc(-c2csc(Nc3ccccn3)n2)ccc1F`?
ST2 inh: inconclusive

How did CC1CC(C)CN(S(=O)(=O)c2ccc(C(=O)Nc3nnc(-c4ccccc4Cl)o3)cc2)C1 (stereo not given) do in these assays?
ST2 inh: inactive

How did Cc1cc(C)cc(-n2c(SCC(=O)NCC3CCCO3)nc3c([nH]c4ccccc43)c2=O)c1 (stereo not given) do in these assays?
ST2 inh: inactive
